ATXN viability – cell viability loss in ATXN counter-screen; AID 651635; actives 0.49% (n = 400,000); S2 cells (HEK-293 line with an ATXN2-luciferase reporter) viability, CellTiter-Fluor protease fluorescence, 24 h; Potency, µM (doses to about 56.7 µM), actives largely listed as cytotoxic; also: potency is read from the fitted curve at half-maximal effect; nearly all actives have a fitted effect of over 40% in size
SW480 rereplic – DNA re-replication induction in SW480 cells; SW480 DNA re-replication, Hoechst DNA content imaging, 48 h; Potency, µM (highest dose often 46.1 µM), inactives show at the top dose re-replication activation, actives largely listed as activators; actives 1.8% (n = 340,000); AID 624297; also: potency is read from the fitted curve at half-maximal effect; % of control where 0% means no effect; nearly all actives have a fitted effect of over 55% in size
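Compounds, transferred as 23 nL by pin tool, were incubated with cells for 48 hr; DNA content per nucleus was then quantified by Hoechst staining and fluorescence plate imaging.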
HT1080 IDH1KD tx – HT-1080 IDH1 knockdown cell toxicity (counter line); HT-1080 IDH1 knockdown viability, ATP luminescence, 48 h; actives 2% (n = 360,000); Potency, µM (series often up to 46.1 µM), for the others: top-dose activity, negative = toxicity, usual class: cytotoxic;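 also: potency is read from the fitted curve at half-maximal effect; 0% = DMSO wells and -100% = cell-free medium wells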
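Viability of IDH1-knockdown HT-1080 fibrosarcoma cells was assessed by CellTiter-Glo after 48 h at 37 °C with titrated compound; concentration-effect curves were classified by fit quality and response size.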
HepG2 viability – kills HepG2 cells in TGF-b inhibitor counter-screen; HepG2 CAGA-GFP viability, ATP luminescence, 18 h; Potency, µM (doses to about 46.1 µM), for inactives: top-dose activity change, negative = cytotoxicity, actives largely listed as cytotoxic; actives 0.76% (n = 410,000); AID 588856; also: potency is read from the fitted curve at half-maximal effect; some results filed as inactive show a strong effect at the top dose
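CellTiter-Glo luminescence gave cytotoxicity after 18 hours at 37 degrees C. The cells were HepG2 CAGA-GFP in 1% FBS DMEM, stimulated with 500 pg/mL TGF-beta after compound addition. %Activity was normalised to no-cell wells (complete cell-killing) and DMSO (no toxicity), and curves were fitted and classified.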
MCF10A rerep – inducers of DNA re-replication in MCF 10A breast cells; MCF 10A DNA re-replication, Hoechst nuclear intensity, 48 h; actives 2.9% (n = 350,000); Potency, µM (doses to about 46.1 µM), inactives show at the highest dose activity, positive = re-replication, usual class: activators; also: potency is read from the fitted curve at half-maximal effect; % of control where 0% means no effect; nearly all actives have a fitted effect of over 50% in size
KB-3-1 tox – KB-3-1 parental cell cytotoxicity. KB-3-1 viability, CellTiter-Glo ATP luminescence, 72 h. Potency, µM (highest dose often 46.1 µM), without a hit: top-dose activity change, negative = cytotoxic, hits mostly cytotoxic. actives 1.4% (n = 400,000). AID 1347075; also: potency is read from the fitted curve at half-maximal effect; % is scaled to controls: 0 for no effect and ±100 for the full control effect; nearly all actives have a fitted effect of over 60% in size
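Multi-concentration cytotoxicity screen in KB-3-1 cells grown in DMEM lacking phenol red with 10% FBS. After 72 h at 37 °C with compound, ATP-dependent luminescence was recorded.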
ATXN2 expr inh – inhibitors of ATXN2 expression. HEK-293 ATXN2-luciferase reporter, luminescence, 24 h. Potency, µM (series often up to 57 µM), without a hit: top-dose activity change, negative = inhibition, actives largely listed as inhibitors. actives 0.72% (n = 360,000). AID 1745845; also: potency is read from the fitted curve at half-maximal effect; % is scaled to controls: 0 for no effect and ±100 for the full control effect; nearly all actives have a fitted effect of over 55% in size
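ATXN2-luciferase reporter cells (luciferase flanked by upstream and downstream ATXN2 gene portions) were treated 24 h at 37 °C with compounds at up to 57 uM. SteadyGlo luminescence gave expression; GF-AFC fluorescence gave viability.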
HT1080NT lethal – kills 2HG-producing HT-1080-NT fibrosarcoma cells. HT-1080-NT fibrosarcoma viability, CellTiter-Glo ATP luminescence, 48 h. Potency, µM (doses to about 46.1 µM), without a hit: at the highest dose activity, negative = less viability, usual class: cytotoxic. actives 1.6% (n = 360,000). AID 686970;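 also: NT is the 2HG producing partner of a matched IDH1 knockdown line; potency is read from the fitted curve at half-maximal effect; 0% = DMSO-treated cells and -100% = media-only wells without cells; nearly all actives have a fitted effect of over 55% in size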
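Toxicity toward the 2HG-producing NT line was scored as %Activity, normalised to DMSO and no-cell wells, from CellTiter-Glo luminescence after 48 hours' treatment.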
IL-1B inflam inh – inflammasome signaling inhibition, IL-1 beta readout; THP-1 LPS/ATP IL-1B secretion, AlphaLISA, 16 h; stronger effect = lower value; activity change, % at 57.5 µM; actives 4.7% (n = 360,000); AID 743279; in the data active = activity change below about -50%; inconclusive = mostly about -30% to -49%; also: % is scaled to controls: 0 for no effect and ±100 for the full control effect
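Secreted IL-1B measured by AlphaLISA bead assay after 16 h compound exposure of THP-1 cells; compounds (final up to 57.5 uM) added 1 h before LPS (250 ng/mL) and ATP (1.25 mM) stimulation; lower signal means less secretion.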
An asterisk follows results filed as active; i = inactive; ? = inconclusive; . = no result given; [ ] = remark or other dose. Unless noted, calls follow the shape of the dose curve; as a rule, active = well fitted curve in the direction sought with a large enough effect; inconclusive = small, poorly fitted or top-dose-only effect, or another doubt; inactive = no such curve, though single readings can be large; an effect the other way counts as inactive or inconclusive.

SMILES	ATXN viability	SW480 rereplic	HT1080 IDH1KD tx	HepG2 viability	MCF10A rerep	KB-3-1 tox	ATXN2 expr inh	HT1080NT lethal	IL-1B inflam inh
COCCCN=C1NN=C(c2cc(C)n(Cc3ccccc3Cl)c2C)CS1	?	0.651µM*	7.31µM*	-29.6%	?	1.3µM*	22.1%	4.61µM*	?
CCOC(=O)N1CCN(C(=O)C2CCCN(c3ncnc4c3sc3cccc(F)c34)C2)CC1 (stereo unspecified)	i	-10.9%	3.0%	-23.1%	8.3%	-18.4%	-16.1%	17.0%	16.6
CCOC(=O)[C@]12CCCC=C1N(CCC1=CCCCC1)C(=O)[C@H](CC(=O)NCC13CC4CC(CC(C4)C1)C3)C2	.	.	?	.	.	?	.	?	1.5
COc1cc(-c2cc3n(C)c(C)c(CCC(=O)O)c(=O)n3n2)cc(OC)c1OC	i	.	.	6.1%	.	0.0%	0.8%	.	.
CCOCCn1c(=O)c2c(nc3n2CC(C)CN3CCc2ccccc2)n(C)c1=O (stereo unspecified)	i	-10.0%	0.4%	0.7%	16.3%	4.1%	-6.7%	5.1%	-4.8
CSc1cccc(NC(=S)NC(=O)c2cccnc2)c1	i	?	1.1%	1.8%	-7.0%	6.4%	.	6.6%	13.0
CC1CCN(C(=O)COC(=O)CCC(=O)c2cccs2)CC1	?	0.6%	-1.1%	3.3%	-0.8%	10.2%	7.8%	-3.3%	5.8
C#CCn1c(=NC(=O)c2ccccc2[N+](=O)[O-])sc2cc(S(C)(=O)=O)ccc21	i	1.4%	-16.5%	1.1%	-1.3%	5.5%	7.0%	-4.4%	8.3
Cc1ccc(CNC(=O)CSc2nc3ccccc3c(=O)n2CCCO)cc1	i	-3.9%	-5.2%[9.24 µM]	-26.1%	-8.2%	0.1%	-1.4%	-3.3%	-3.3
Cc1ccccc1C(=O)N/N=C/c1ccc([N+](=O)[O-])s1	?	?	8.91µM*	-109.5%	-11.7%	-3.3%	7.94µM*	20µM*	-64.7*
CC(=O)c1c(C)[nH]c(C(=O)Nc2cccc3ccccc23)c1C	i	-9.9%	-3.3%	-1.0%	13.1%	8.7%	5.4%	-7.2%	21.0
CCOc1ccc(/C=C2\CCC(C3CCCC3)C2=O)cc1 (stereo unspecified)	i	-1.3%	8.5%	4.8%	3.7%	-3.3%	46.7%[activator]	23.2%	-4.3
CCOc1ccc(S(=O)(=O)Nc2cccc(OC)c2)cc1	i	?	10µM*	-15.3%	?	0.0%	-11.7%	?	36.0
COc1ccccc1CNC(=S)NCCc1ccccc1	i	-7.2%	-9.8%	-0.3%	5.6%	-2.4%	4.8%[11.3 µM]	-1.6%	2.0
COCCNC(=O)Cn1cnc([N+](=O)[O-])n1	i	-3.1%	10.8%	10.1%	-47.9%[inhibitor]	-4.1%	4.1%	-0.4%	11.3
Cc1[nH]n2cnnc2c(=O)c1Br	i	-2.8%	11.3%	3.7%	-2.2%	16.6%	.	2.7%	24.8
Cc1cc(NC(=O)CSCC(=O)Nc2ccccc2Oc2ccccc2)no1	i	-9.5%	-28.7%	-11.4%	21.0%	?	8.2%	-14.5%	2.8
Cn1c(=O)[nH]c(=O)c2c1nc(NC1CCCCC1)n2Cc1ccccc1	i	-8.0%	0.2%[9.24 µM]	-0.7%	?	18.7%	0.2%	9.5%	-6.9
Nc1nonc1-n1nnc(C(=O)N/N=C/c2ccccc2F)c1-c1cccs1	i	-29.8%	-1.2%	1.9%	5.0%	-1.1%	.	-1.1%	-8.9
Cc1cc2c(c(=O)n1Cc1ccc3c(c1)OCO3)C(c1cccnc1)C(C#N)=C(N)O2 (stereo unspecified)	i	-3.8%	-24.7%	-1.9%	0.9%	22.2%	2.4%	-14.8%	-1.7
O=C(CSc1ncnc2nc[nH]c12)Nc1ccc(Br)cc1Cl	i	-18.8%	2.7%	-1.1%	-1.2%	-0.1%	.	-14.4%	11.1
Cc1ccc2[nH]c3c(=O)[nH]ncc3c2c1	i	?	-7.0%	13.1%	8.9%	?	71.3%[activator]	0.2%	-13.0
C/C(N)=C(/C#N)C(=O)COC(=O)C1CCC(C(C)(C)C)CC1 (stereo unspecified)	i	2.6%[9.22 µM]	?	-50.2%	-6.6%	-9.8%	-12.6%	?	7.7
Cc1ccc(NC(=O)CN2C(=O)NC3(CCCCC3C)C2=O)cc1S(=O)(=O)N1CCCCC1 (stereo unspecified)	i	3.7%	0.3%	-16.9%	13.9%	-5.5%	-9.3%	-6.0%	-14.3
NC(=O)CNC(=O)C1CCN(S(=O)(=O)c2ccc(-n3cnnn3)cc2)CC1	i	-5.3%	10.7%	-26.6%	-0.4%	6.1%	8.3%	4.4%	8.0

Laid out differently: three of the compounds above.
Below each SMILES: ATXN viability	SW480 rereplic	HT1080 IDH1KD tx	HepG2 viability	MCF10A rerep	KB-3-1 tox	ATXN2 expr inh	HT1080NT lethal	IL-1B inflam inh
- COc1ccccc1CNC(=S)NCCc1ccccc1
    i	-7.2%	-9.8%	-0.3%	5.6%	-2.4%	4.8%[11.3 µM]	-1.6%	2.0
- COCCNC(=O)Cn1cnc([N+](=O)[O-])n1
    i	-3.1%	10.8%	10.1%	-47.9%[inhibitor]	-4.1%	4.1%	-0.4%	11.3
- Cc1[nH]n2cnnc2c(=O)c1Br
    i	-2.8%	11.3%	3.7%	-2.2%	16.6%	.	2.7%	24.8

(further entries)
SMILES	ATXN viability	SW480 rereplic	HT1080 IDH1KD tx	HepG2 viability	MCF10A rerep	KB-3-1 tox	ATXN2 expr inh	HT1080NT lethal	IL-1B inflam inh
Nc1cc(C(=O)OCC(=O)NCCC2=CCCCC2)ccc1Cl	i	-29.3%	-0.2%	-1.6%	0.5%	-12.5%	-8.5%	-7.7%	40.8
Nc1[nH]c(C(=O)c2ccccc2)c(-c2ccc(Br)cc2)c1C(=O)NCCc1c[nH]c2ccccc12	22.4µM*	.	-18.9%	.	.	11.9%	?	-10.0%	?
Cc1cc(NC(=O)c2cc(Cl)ccc2Cl)ccc1-c1cc2ccccc2oc1=O	i	.	.	-18.0%	.	-14.3%	-7.9%	.	.
Cc1ccc(S(=O)(=O)Nc2ccc3[nH]ccc3c2)cc1	i	-4.8%	-11.7%	-14.9%	4.8%	-2.4%	4.6%	-6.9%	-17.3
CCc1c(C)sc(NC(=O)CSc2nc3c(c(C(F)(F)F)n2)CCc2ccccc2-3)c1C#N	i	-12.2%	-0.8%	-5.1%	2.1%	?	-26.2%	0.4%	19.8
C=CCNC(=O)CCC(=O)NNc1nc2ccccc2c2nc(-c3ccccc3)nn12	i	6.2%	-3.4%	-21.9%	-1.2%	2.1%	.	-3.3%	-4.2
CCCCC(=NCCO)C1=C(O)C(C(=O)OC)C(C)(C)CC1=O (stereo unspecified)	i	-0.8%	13.8%	-1.5%	2.8%	0.5%	1.9%	18.1%	8.3
CC(C)(C)NC(=O)NC(=O)COC(=O)C1CC(=O)N(Cc2ccccc2)C1 (stereo unspecified)	i	3.5%[9.22 µM]	3.1%	-16.4%	25.1%	-1.0%	-10.7%	7.3%	10.6
CCC(=O)N1CCCC(C)(C(=O)Nc2ccc(OC)c(F)c2)C1 (stereo unspecified)	i	.	5.9%	6.1%	.	0.0%	12.0%	10.6%	54.6
CNC(=O)c1c(NC(=O)CS(=O)(=O)c2ccc(F)cc2)sc(C)c1C	i	-19.9%	-6.8%	-65.8%	-0.5%	-2.3%	-12.8%	-1.2%	7.0
C[C@@H]1CN([C@@H](C)CO)C(=O)CCCn2nncc2CO[C@H]1CN(C)C(=O)c1ccccc1	i	.	5.6%	-11.8%	.	-7.7%	-8.5%	2.3%	-6.4
O=C(Cc1ccc([N+](=O)[O-])cc1)Nc1cccc(C(=O)N2CCCCC2)c1	?	-9.3%	2.5%	-0.9%	-0.6%	?	-21.2%	4.2%	-0.7
O=C(c1cccs1)N1CCN(Cc2ccc3c(c2)OCO3)CC1	?	-6.3%[9.22 µM]	20.0%	-0.4%	-7.4%	12.1%	1.6%	10.6%	-23.9
CCCOc1ccc(N2C(=O)CC(N(Cc3ccco3)C(=O)CC)C2=O)cc1 (stereo unspecified)	i	-4.1%	0.9%	-32.4%	0.1%	-5.3%	1.6%	?	-7.9
CCOC(=O)C1=C(C)N(c2nonc2NC(C)=O)C(N)=C(C#N)C1c1ccccc1F (stereo unspecified)	i	5.0%	-15.6%	-23.4%	-1.9%	-3.0%	-2.5%	-10.8%	8.1
C=CCN(CC=C)CCOc1ccccc1[N+](=O)[O-]	i	-31.9%	0.8%	4.8%	-21.1%	-4.8%	-5.1%	-0.5%	0.0
CCCC1OC2CC3C4CCC5=CC(=O)C=CC5(C)C4C(O)CC3(C)C2(C(=O)O)O1 (stereo unspecified)	?	-24.3%	13.9%	-2.1%	-3.3%	7.1%	5.3%	14.4%	?
COc1ccc(-c2ccc(-c3noc(-c4ccccc4C)n3)c(OC)n2)cc1	i	1.8%	29.8%	-2.7%	14.6µM*	10.8%	-12.2%	18.4%	-7.0
CC(C)CC(/C(O)=C(\C#N)c1nc2ccccc2[nH]1)N1C(=O)c2ccccc2C1=O (stereo unspecified)	?	?	?	-3.6%	?	-21.6%	-21.7%	?	-5.5
Cc1cccc(NC(=O)CN(C)S(=O)(=O)c2cnc[nH]2)c1	i	-4.9%	7.7%	2.9%	-3.1%	18.0%	16.4%	6.5%	0.2
CCc1ccccc1-n1nnc(-c2nc(-c3ccccc3F)no2)c1C	i	.	.	0.4%	.	1.8%	54.8%[activator]	.	.
CCOC(=O)C1=C(NC(=S)NC(=O)c2ccccc2)c2ccccc2CC1(C)CC (stereo unspecified)	i	9.6%	?	-15.7%	13µM*	16.4µM*	70.1%[activator]	-7.7%	-56.3*
Cc1cc2c(cc(C(=O)O)n2C)s1	i	-1.9%	5.6%	6.6%	2.2%	0.5%	6.4%	0.5%	41.0
CCn1cc(C(=O)NCC(OC)OC)c(=O)c2cc(S(=O)(=O)N(C)C3CCCCC3)ccc21	i	-21.7%	-21.8%	-41.4%	1.6%	-0.8%	-25.2%	?	8.0

High-throughput results as filed in PubChem BioAssay.

The order is random; 8.9% or so of the library scored in one or more.
